Screening data deposited in PubChem by Sanford-Burnham Center for Chemical Genomics.
CCR6 antag = CCR6 (human) receptor antagonism. P51684. CHO-K1 CCR6 PathHunter beta-arrestin, luminescence, CCL20-stimulated. inhibition, % at 20 µM. 0.49% of 340,000 active. AID 493098;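 active means compounds whose inhibition of the agonist-driven luminescence signal at 20 µM reaches about 50%, limit read from the data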;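 further: cells stimulated with CCL20 at 14 nM final; plate controls were DMSO with CCL20 for no effect and DMSO without agonist for full effect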
Target sequence (P51684 whole entry, looked up): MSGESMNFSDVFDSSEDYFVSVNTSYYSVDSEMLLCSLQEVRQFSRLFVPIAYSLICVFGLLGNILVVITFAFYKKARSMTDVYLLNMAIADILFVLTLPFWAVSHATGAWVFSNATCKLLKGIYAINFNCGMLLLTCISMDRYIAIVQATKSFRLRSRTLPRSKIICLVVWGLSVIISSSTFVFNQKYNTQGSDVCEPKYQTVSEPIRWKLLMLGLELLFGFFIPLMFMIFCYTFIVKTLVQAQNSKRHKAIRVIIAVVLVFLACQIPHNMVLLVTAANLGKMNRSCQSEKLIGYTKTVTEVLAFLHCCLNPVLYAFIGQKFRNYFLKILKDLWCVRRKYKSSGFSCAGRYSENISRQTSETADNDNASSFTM
Gli-Sufu antag = blocks Gli-Sufu signaling in a luciferase reporter; Sufu-KO-LIGHT fibroblasts, Gli luciferase reporter luminescence; inhibition, % at 5 µM; 0.74% of 340,000 active;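 active means inhibition above about 55%, limit read from the data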;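 further: 0% = DMSO-treated cells and 100% = wells with medium but no cells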
EBI2 block = blocks human EBI2 receptor beta-arrestin signaling. P32249. EBI2 beta-arrestin recruitment, luminescence, 7a,25-OHC stimulated. inhibition, % at 5 µM. 0.81% of 360,000 active. AID 651636; in the data active means inhibition above about 38%;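 further: enzyme fragment complementation signal reports receptor beta-arrestin coupling in cells; 0% = agonist plus DMSO wells and 100% = wells without agonist; some results beyond the cut were filed as inactive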
Target sequence (P32249 whole entry, looked up, the tested form may be a part): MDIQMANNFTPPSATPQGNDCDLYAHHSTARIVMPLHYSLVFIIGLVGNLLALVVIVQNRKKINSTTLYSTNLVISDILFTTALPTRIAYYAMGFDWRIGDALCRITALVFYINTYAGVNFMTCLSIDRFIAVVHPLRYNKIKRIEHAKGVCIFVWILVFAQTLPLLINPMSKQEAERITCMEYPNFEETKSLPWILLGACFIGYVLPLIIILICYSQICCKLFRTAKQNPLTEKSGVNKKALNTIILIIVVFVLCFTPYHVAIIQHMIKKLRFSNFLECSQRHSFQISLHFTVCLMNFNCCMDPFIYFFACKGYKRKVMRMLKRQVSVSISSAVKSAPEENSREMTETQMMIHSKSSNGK
* = called active by the depositor.

A first look:
1. CN(C(=O)c1cccc(NC(=O)Cc2ccc(NC(=O)C3CCCN(C(=O)CCc4ccccc4)C3)cc2)c1)C1CCC1 (stereo unspecified)
  CCR6 antag: -5	Gli-Sufu antag: 9	EBI2 block: 2
2. COc1ccc(C(=O)NCCN(C)C)c2nc3ccccc3cc12
  CCR6 antag: 33	Gli-Sufu antag: 64*	EBI2 block: 10
3. C/C(=N/NC(=O)c1ccc2c(c1)OCO2)c1ccc(NC(=O)C(F)(F)F)cc1
  CCR6 antag: 0	Gli-Sufu antag: -54	EBI2 block: -14
4. CCOC(=O)C(Cc1c[nH]c2cc([N+](=O)[O-])ccc12)(NC(C)=O)C(=O)OCC
  CCR6 antag: 10	Gli-Sufu antag: -7	EBI2 block: 3
5. Cn1c(=S)sc2ccc3ccccc3c21
  CCR6 antag: 4	Gli-Sufu antag: 9	EBI2 block: 3

The whole of this part (from the top)
1. CN(C(=O)c1cccc(NC(=O)Cc2ccc(NC(=O)C3CCCN(C(=O)CCc4ccccc4)C3)cc2)c1)C1CCC1 (stereo unspecified)
  CCR6 antag: -5	Gli-Sufu antag: 9	EBI2 block: 2
2. COc1ccc(C(=O)NCCN(C)C)c2nc3ccccc3cc12
  CCR6 antag: 33	Gli-Sufu antag: 64*	EBI2 block: 10
3. C/C(=N/NC(=O)c1ccc2c(c1)OCO2)c1ccc(NC(=O)C(F)(F)F)cc1
  CCR6 antag: 0	Gli-Sufu antag: -54	EBI2 block: -14
4. CCOC(=O)C(Cc1c[nH]c2cc([N+](=O)[O-])ccc12)(NC(C)=O)C(=O)OCC
  CCR6 antag: 10	Gli-Sufu antag: -7	EBI2 block: 3
5. Cn1c(=S)sc2ccc3ccccc3c21
  CCR6 antag: 4	Gli-Sufu antag: 9	EBI2 block: 3
6. O=C(CNc1ccc(Cl)c(C(F)(F)F)c1)N1CCN(S(=O)(=O)c2ccccc2)CC1
  CCR6 antag: 7	Gli-Sufu antag: 3	EBI2 block: 19
7. O=c1[nH]c2cc([N+](=O)[O-])ccc2c2ccc([N+](=O)[O-])cc12
  CCR6 antag: 15	Gli-Sufu antag: 1	EBI2 block: -13
8. COC(=O)C1=CN(C)C=C(C(=O)OC)C1c1ccsc1
  CCR6 antag: -5	Gli-Sufu antag: 11	EBI2 block: -7
9. C=CCNC(=O)/C(C#N)=C/c1cn(-c2ccccc2)nc1-c1ccc(OC)c([N+](=O)[O-])c1
  CCR6 antag: 14	Gli-Sufu antag: 9	EBI2 block: 34
10. CCNC(=O)/C(C#N)=C/c1c(N2CCN(Cc3ccc4c(c3)OCO4)CC2)nc2c(C)cccn2c1=O
  CCR6 antag: -10	Gli-Sufu antag: 4	EBI2 block: -10
11. Cc1ccc(S(=O)(=O)/N=C2\C=C(NS(=O)(=O)c3ccccc3)C(=O)c3ccccc32)cc1
  CCR6 antag: 46	Gli-Sufu antag: 3	EBI2 block: 3
12. S=C(NC1CCCCC1)NN1CCCCCC1
  CCR6 antag: 7	Gli-Sufu antag: 5	EBI2 block: -2
13. COc1ccc2c(=O)c3c(=O)n(CCc4ccccc4)c(C)nc3oc2c1
  CCR6 antag: 12	Gli-Sufu antag: 5	EBI2 block: 6
14. O=C(NN=Cc1cc([N+](=O)[O-])ccc1O)c1cccc2ccccc12
  CCR6 antag: 49	Gli-Sufu antag: 10	EBI2 block: 9
15. O=C(CC(=O)c1ccccc1)c1ccccc1
  CCR6 antag: 34	Gli-Sufu antag: -23	EBI2 block: -14
16. CCOC(=O)C(=CNc1ccc(N2CCCCC2)c(S(=O)(=O)Nc2ccccc2OC)c1)C(=O)OCC
  CCR6 antag: 17	Gli-Sufu antag: 7	EBI2 block: 13
17. O=C(c1ccc2c(c1)OCO2)[C@@H]1[C@@H]2C(=O)N(C3CCCCC3)C(=O)[C@@H]2C2c3ccccc3C=CN21 (stereo partly specified)
  CCR6 antag: 1	Gli-Sufu antag: -1	EBI2 block: -1
18. COc1ccccc1NC(=O)C(=O)N/N=C/c1ccc([N+](=O)[O-])s1
  CCR6 antag: 15	Gli-Sufu antag: 13	EBI2 block: 1
19. CC1(c2ccccc2)CC(c2ccccc2)=C(C#N)C(=O)N1 (stereo unspecified)
  CCR6 antag: -3	Gli-Sufu antag: 4	EBI2 block: 42
20. S=c1[nH]ccc2ccccc12
  CCR6 antag: 10	Gli-Sufu antag: -1	EBI2 block: 0
21. Cc1c([N+](=O)[O-])c(C/C=N/O)nn1C
  CCR6 antag: 5	Gli-Sufu antag: -3	EBI2 block: 1
22. COc1ccc(Nc2nc(C)c(-c3ccccc3)s2)cc1
  CCR6 antag: 0	Gli-Sufu antag: -51	EBI2 block: 22
23. CC(=O)N(c1ccccc1)C(C(=O)c1ccccc1)c1ccccc1 (stereo unspecified)
  CCR6 antag: 14	Gli-Sufu antag: -7	EBI2 block: 17
24. O=C(NN=Cc1ccccc1Cl)c1cccc2ccccc12
  CCR6 antag: 7	Gli-Sufu antag: 19	EBI2 block: -11
25. O=[N+]([O-])/C=C\c1ccc(N2CCCC2)c(F)c1
  CCR6 antag: 33	Gli-Sufu antag: -19	EBI2 block: -12

26. Cn1cnnc1Sc1ccc(C(=O)OCC(=O)NC2CC2)cc1[N+](=O)[O-]
  CCR6 antag: 3	Gli-Sufu antag: -12	EBI2 block: -3
27. CCn1c(SCC(=O)N2CCN(c3ccc(F)cc3)CC2)nnc1-c1ccncc1
  CCR6 antag: -6	Gli-Sufu antag: 1	EBI2 block: -6
28. CCOc1ccc(S(=O)(=O)N2CCC(C(=O)Nc3ccc(C)c(S(=O)(=O)N4CCOCC4)c3)CC2)cc1
  CCR6 antag: 12	Gli-Sufu antag: 4	EBI2 block: -9
29. CC(CC(=O)c1ccc(F)cc1)N1CCN(c2ccccc2)CC1 (stereo unspecified)
  CCR6 antag: 5	Gli-Sufu antag: 21	EBI2 block: 10
30. CC(C)(C)c1cc(=O)n(-c2ccccc2)[nH]1
  CCR6 antag: -4	Gli-Sufu antag: 24	EBI2 block: -8
31. O=C(Nc1ccccc1)C(Cc1ccccc1)c1ccccc1 (stereo unspecified)
  CCR6 antag: 3	Gli-Sufu antag: 2	EBI2 block: 2
32. O=C(Nc1cccc2nsnc12)c1cc2c(cc1Cl)Sc1nccn1S2(=O)=O
  CCR6 antag: 10	Gli-Sufu antag: -5	EBI2 block: 0
33. Cc1nnc(NC(=O)CSc2nc(C(C)C)nc3sc(C)c(C)c23)s1
  CCR6 antag: -2	Gli-Sufu antag: 19	EBI2 block: -10
34. Cc1ccc(NCc2cccc(B(O)O)c2)cc1
  CCR6 antag: 6	Gli-Sufu antag: -17	EBI2 block: -3
35. CCC(=O)N1CCc2cc(Br)c(S(=O)(=O)CCC(=O)NCCc3ccccc3)cc21
  CCR6 antag: -3	Gli-Sufu antag: 7	EBI2 block: 4
36. CC(=O)Nc1cc2c(c(Cl)c1Cl)-c1ccccc1C2=O
  CCR6 antag: -3	Gli-Sufu antag: 1	EBI2 block: -13
37. COc1cccc(C(=O)NNC(=O)c2cccc3ccccc23)c1
  CCR6 antag: 14	Gli-Sufu antag: 2	EBI2 block: 2
38. Cc1cccc(-n2c(=S)[nH]c3c(oc4ccccc43)c2=O)c1
  CCR6 antag: 27	Gli-Sufu antag: -1	EBI2 block: -12
39. CCOC(=O)C1(C(=O)OCC)NC(=O)CC1CC(C)C (stereo unspecified)
  CCR6 antag: 6	Gli-Sufu antag: 1	EBI2 block: -3
40. O=C(NNCc1ccccc1)c1ccccc1
  CCR6 antag: 0	Gli-Sufu antag: -44	EBI2 block: 4
41. O=C(COC(=O)c1ccc(O)cc1O)NC(=O)c1ccccc1
  CCR6 antag: 11	Gli-Sufu antag: -9	EBI2 block: 4
42. Nc1c(Cl)cc(C(=O)NC2CC2)cc1Cl
  CCR6 antag: 9	Gli-Sufu antag: -2	EBI2 block: -1
43. Oc1cccc(C=NNc2ccccn2)c1
  CCR6 antag: 13	Gli-Sufu antag: -14	EBI2 block: -2
44. Cc1ccccc1NC(=O)/C=C/c1ccc([N+](=O)[O-])s1
  CCR6 antag: 27	Gli-Sufu antag: 79*	EBI2 block: 25
45. CCOC(=O)c1c(C)[nH]c(C2=NNC(=Nc3ccccc3)SC2)c1C
  CCR6 antag: 4	Gli-Sufu antag: -11	EBI2 block: 28
46. CCOC(=O)/C(=N\Nc1ccc(Br)cc1)N1CCN(c2ccccc2OC)CC1
  CCR6 antag: 10	Gli-Sufu antag: 6	EBI2 block: 7
47. O=C(O)c1cccc(Br)c1
  CCR6 antag: -4	Gli-Sufu antag: 3	EBI2 block: -3
48. CC(=NNC(=O)c1ccncc1)c1ccc(Cl)cc1Cl
  CCR6 antag: 10	Gli-Sufu antag: 4	EBI2 block: 6
49. CCc1nnc(NC(=O)CSc2nc(-c3ccc(F)cc3)cc(-c3ccccc3)c2C#N)s1
  CCR6 antag: 18	Gli-Sufu antag: -6	EBI2 block: -17
50. COC(=O)c1ccccc1S(=O)(=O)N1CCC(C(=O)OC(C)C(=O)N(C)Cc2ccccc2)CC1 (stereo unspecified)
  CCR6 antag: 16	Gli-Sufu antag: 13	EBI2 block: 0

51. Cc1c(NC(=O)c2ccc(NS(=O)(=O)c3cccc([N+](=O)[O-])c3)cc2)c(=O)n(-c2ccccc2)n1C
  CCR6 antag: 8	Gli-Sufu antag: 0	EBI2 block: 2
52. O=C1OC(c2cccs2)=N/C1=C\c1ccc(-c2ccccc2Cl)o1
  CCR6 antag: 11	Gli-Sufu antag: 21	EBI2 block: 3
53. Cc1ccc(N=Cc2c(O)c3ccccc3n(C)c2=O)cc1
  CCR6 antag: 17	Gli-Sufu antag: -4	EBI2 block: 9
54. O=C(O)C(=Cc1ccccc1[N+](=O)[O-])c1ccccc1
  CCR6 antag: -6	Gli-Sufu antag: 9	EBI2 block: -4
55. C=CCNC(=O)/C(C#N)=C/c1ccc(OS(=O)(=O)c2ccc(C)cc2)c(OC)c1
  CCR6 antag: -3	Gli-Sufu antag: -4	EBI2 block: 52*
56. CCC(=O)Nc1cc(ON=C(C)C)cc([N+](=O)[O-])c1
  CCR6 antag: 15	Gli-Sufu antag: 2	EBI2 block: -5
57. C=C(C(=O)c1ccccc1)C(NC(C)(C)C)c1ccccc1 (stereo unspecified)
  CCR6 antag: 19	Gli-Sufu antag: 35	EBI2 block: 4
58. CC1=NN(c2ccccc2)C(=O)/C1=C/C=C/c1ccc(N(C)C)cc1
  CCR6 antag: 89*	Gli-Sufu antag: -6	EBI2 block: 56*

Reformatted tab-delimited: part of the list above
no.	compound	CCR6 antag	Gli-Sufu antag	EBI2 block
53	Cc1ccc(N=Cc2c(O)c3ccccc3n(C)c2=O)cc1	17	-4	9
54	O=C(O)C(=Cc1ccccc1[N+](=O)[O-])c1ccccc1	-6	9	-4
55	C=CCNC(=O)/C(C#N)=C/c1ccc(OS(=O)(=O)c2ccc(C)cc2)c(OC)c1	-3	-4	52*
56	CCC(=O)Nc1cc(ON=C(C)C)cc([N+](=O)[O-])c1	15	2	-5

The list is partial; rates above refer to the full screens.
